# Bioassay records from PubChem BioAssay.
# TMEM16A inh: mouse TMEM16A channel inhibition, primary screen | HEK293 TMEM16A/YFP iodide influx fluorescence, ionomycin | Q8BHY3 | AID 588511 | hit rate 1.2% among 310,000 | normalized B-score (activity score, 25-100; higher = stronger inhibition) at 10 µM;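 active means ratio plate-corrected score three or more library SD toward inhibition, starting fluorescence score within five deviations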;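 further: score derived from kinetic fluorescence span divided by baseline fluorescence per well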
# KCNQ1 pot: potentiates or activates the human KCNQ1 potassium channel; CHO-K1 KCNQ1, thallium flux FluxOR fluorescence; stronger effect = higher value; B-score at 10 µM; hit rate 0.35% among 310,000; AID 2648;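 active means fluorescence ratio B-score, a plate-corrected score, at least three library SD, with initial intensity B-score within 5 SD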
#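 Assay system: stable KCNQ1 CHO-K1 line; medium: assay buffer, equal DMSO in all wells; timing: 90 min dye loading and 20 min compound exposure, both at room temperature; technique: kinetic FluxOR thallium fluorescence, 10-s 1-Hz baseline, 110-s post-stimulus read; read-out basis: B score of baseline-normalized fluorescence ratio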
# KCNK3 inh: human KCNK3 channel inhibition, primary screen; CHO-KCNK3 thallium flux, FluxOR fluorescence; stronger effect = lower value; AID 602410; B-score at 10 µM; hit rate 0.84% among 340,000; O14649;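 active means B-score under library mean minus 4 SD, starting fluorescence ratio at most library mean plus 5 SD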;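 further: more negative B-score means stronger inhibition of thallium flux through KCNK3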
# RGS4 inh: human RGS4 inhibition; P49798; HEK293 M3R/RGS4 inducible, Fluo-4 calcium flux; stronger effect = higher value; triggered by carbachol at its EC20; B-score at 10 µM; hit rate 0.45% among 310,000;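 active means B-score, a plate-corrected calcium signal, over three deviations above library mean, with baseline fluorescence within five deviations of library mean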;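 further: RGS4 expression induced by doxycycline in cells with stable M3 receptor; B-score is computed from the integrated fluorescence ratio over baseline after carbachol; higher B-score means a larger calcium signal and so more RGS4 inhibition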
# MrgX1 PAM: allosterically activates human MrgX1 receptor signaling. Q96LB2. MrgX1-HEK293, Fluo-4 calcium flux, FDSS; stronger effect = higher value. B-score at 10 µM. hit rate 0.63% among 310,000. AID 588675;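 active means plate-corrected calcium response at least 3 library SD above typical, normal starting fluorescence, not activating the receptor alone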;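 further: compound read alongside a low EC10 to EC30 dose of BAM8-22 agonist; peak minus trough fluorescence over baseline measured at the second addition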
# RGS4 pot: RGS4 potentiation or activation. HEK293 M3R/inducible RGS4, carbachol calcium flux Fluo4; stronger effect = lower value. B-score at 10 µM. hit rate 0.92% among 310,000. AID 463111;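 active means B-score of the integrated calcium signal more than 4 SD below the library mean, with starting fluorescence not abnormally high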;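 further: negative B-score means reduced calcium response which marks RGS4 activation or potentiation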
#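 System: HEK293 FlpIn-TREx cells, stable M3R, doxycycline-inducible RGS4. Timing: overnight RGS4 induction, 30 min dye load 37 °C, 20 min compound RT. Also added: carbachol, ECmax concentration. Measured by: Fluo4 fluorescence kinetic imaging of calcium. Evaluation: integrated calcium ratio converted to B score.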
# ANO1 activ: activates or potentiates the mouse TMEM16A chloride channel; Q8BHY3; HEK293 TMEM16A/YFP-H148Q/I152L, iodide quench fluorescence; stronger effect = lower value; B-score at 10 µM; hit rate 0.3% among 340,000; AID 623877;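 active means fluorescence-ratio B-score plate-corrected deviation score at least 3 library SD below zero, with starting fluorescence score within 5 deviations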;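 further: channel opened by trigger with iodide after compound preincubation; score built on the fluorescence ratio of max minus min over baseline; more negative score means more quench and so TMEM16A activation or potentiation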
# MrgX1 ag: human MrgX1 receptor agonism, primary screen | Q96LB2 | MrgX1-HEK293 cells, Fluo-4 calcium fluorescence, agonist mode; stronger effect = higher value | B-score at 10 µM | hit rate 0.44% among 310,000;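 active means calcium response B-score plate-corrected fluorescence ratio at least 3 library SD, with starting fluorescence B-score inside 5 SD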
#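 Assay system: MrgX1-expressing HEK293 cells / Amount: fifteen thousand cells per well / Doses: test compound in the initial addition of three / Timing: cells plated overnight, dye loaded 0.5 h 37 °C, 0.5 h room temperature / Technique: kinetic calcium dye fluorescence, Fluo-4 NW / Control set: positive and negative controls per plate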
# KCNK9 block: blocks the human KCNK9 two-pore domain potassium channel; hit rate 1.2% among 310,000; Q9NPC2; HEK293 KCNK9, FluxOR thallium flux fluorescence; stronger effect = lower value; AID 488922; B-score at 10 µM;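 active means ratio B-score over 3 SD below the library mean, with starting fluorescence within 5 SD of its mean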;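 further: negative B-score means less thallium flux so channel inhibition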
# KCNQ1 block: inhibitors of human KCNQ1 potassium channel; P51787; CHO-K1 KCNQ1, FluxOR thallium flux fluorescence; stronger effect = higher value; B-score at 10 µM; hit rate 1.3% among 310,000; AID 2642;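 active means compounds whose thallium flux B-score, printed positive for inhibition, exceeds three library SD while starting fluorescence stays within three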;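 further: channel opened by potassium depolarization with thallium stimulus after 20 min compound exposure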
# hERG protect: shields human hERG channel from block by proarrhythmic agents; activation (rescue from dofetilide block), less the hit threshold, % at 10 µM; hit rate 0.51% among 310,000; AID 1511; CHO-hERG, FluxOR thallium flux, dofetilide IC70 present;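 active means activation above the mean of controls blocked by dofetilide plus 5 SD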;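 further: thallium influx through hERG after potassium depolarization seen as dye fluorescence rise; in these data hits start at about 4.7%; inactives centre near -7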
# Target sequence (Q12809 whole entry, looked up): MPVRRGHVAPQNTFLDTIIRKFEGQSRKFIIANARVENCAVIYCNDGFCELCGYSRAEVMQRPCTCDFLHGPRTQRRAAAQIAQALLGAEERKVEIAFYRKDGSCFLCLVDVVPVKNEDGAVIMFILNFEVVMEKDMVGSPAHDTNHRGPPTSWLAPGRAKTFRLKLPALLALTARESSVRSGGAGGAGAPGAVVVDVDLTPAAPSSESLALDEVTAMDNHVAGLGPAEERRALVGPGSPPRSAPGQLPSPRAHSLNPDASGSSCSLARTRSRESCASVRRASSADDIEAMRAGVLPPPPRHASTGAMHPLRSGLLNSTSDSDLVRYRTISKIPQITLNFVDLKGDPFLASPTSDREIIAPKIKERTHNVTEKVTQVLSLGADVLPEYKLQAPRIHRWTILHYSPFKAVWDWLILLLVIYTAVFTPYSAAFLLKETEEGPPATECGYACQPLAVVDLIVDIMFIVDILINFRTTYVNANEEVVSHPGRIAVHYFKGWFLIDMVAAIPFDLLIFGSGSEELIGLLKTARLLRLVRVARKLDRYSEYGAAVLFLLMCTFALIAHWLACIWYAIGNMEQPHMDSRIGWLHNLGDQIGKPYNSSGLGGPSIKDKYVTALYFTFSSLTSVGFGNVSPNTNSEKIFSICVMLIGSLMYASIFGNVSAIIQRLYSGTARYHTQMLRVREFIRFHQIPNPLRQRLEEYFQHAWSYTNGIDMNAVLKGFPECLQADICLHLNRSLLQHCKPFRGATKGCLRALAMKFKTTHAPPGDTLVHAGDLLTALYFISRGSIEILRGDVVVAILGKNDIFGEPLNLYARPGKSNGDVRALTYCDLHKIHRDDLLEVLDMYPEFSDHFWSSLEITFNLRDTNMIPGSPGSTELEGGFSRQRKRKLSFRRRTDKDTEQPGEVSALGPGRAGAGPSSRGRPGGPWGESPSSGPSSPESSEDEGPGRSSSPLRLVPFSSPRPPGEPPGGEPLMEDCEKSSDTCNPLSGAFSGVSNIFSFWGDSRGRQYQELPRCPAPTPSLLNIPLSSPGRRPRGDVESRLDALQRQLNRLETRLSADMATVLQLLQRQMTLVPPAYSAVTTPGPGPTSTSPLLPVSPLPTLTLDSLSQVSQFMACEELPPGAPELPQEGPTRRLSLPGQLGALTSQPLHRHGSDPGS
# Active calls of the source: *; i = inactive; / = no result given.
SMILES,TMEM16A inh,KCNQ1 pot,KCNK3 inh,RGS4 inh,MrgX1 PAM,RGS4 pot,ANO1 activ,MrgX1 ag,KCNK9 block,KCNQ1 block,hERG protect
O=C(CCC(=O)Nc1ccccc1Cl)NNC(=O)NC1CCCCC1,i,i,i,i,i,i,i,i,i,i,-3
Cc1ccc(NS(=O)(=O)c2cccc(C(=O)NCC(c3ccco3)N3CCCCC3)c2)cc1 (stereo not drawn),i,i,i,i,i,i,i,i,i,i,-14
CC(=O)Nc1ccc(NC(=O)COC(=O)c2cnccn2)cc1,i,i,i,i,i,i,i,i,i,i,-10
Cc1cccc(C2c3[nH]c4ccccc4c3CCN2Cc2cccn2-c2ncccn2)c1 (stereo not drawn),i,i,-14*,i,i,i,i,i,-8.5*,i,-32
CCOC(=O)CSc1nnc(N)s1,i,i,i,i,i,i,i,i,i,i,-2
Cc1nnc(SCC(=O)Nc2ccc3c(c2)OCO3)o1,i,i,i,i,i,i,i,i,i,i,-8
Cc1cc(C)c2[nH]c(C(=O)Nc3ccc4c(c3)OCO4)cc2c1,i,i,i,i,i,i,i,i,i,i,-4
COc1ccccc1NS(=O)(=O)c1ccc(NC(C)=O)cc1,i,i,i,i,i,i,i,i,i,i,-14
C=CCn1c(SCC(=O)NCc2ccc3c(c2)OCO3)nnc1C1COc2ccccc2O1 (stereo not drawn),i,i,i,i,i,i,i,i,i,i,-20
COc1ccccc1N1CCN(CCOc2c(OC)cccc2OC)CC1,i,i,i,i,i,i,i,i,i,i,-7
O=C1CCC(=O)N1OCCCCOc1ccccc1,i,i,i,i,i,i,i,i,i,i,-4
Cc1ccc(C(=O)N/C(=C\c2cccs2)C(=O)NCC2CCCO2)cc1C (stereo not drawn),i,i,i,i,i,i,i,i,i,i,-1
Cc1ccccc1NC(=O)C1CCN(S(=O)(=O)c2cccc3nonc23)CC1,i,i,i,i,i,i,i,i,i,i,-11
CC(OC(=O)/C=C/c1cccc(C(F)(F)F)c1)C(=O)NC1CCCCC1C (stereo not drawn),i,i,i,i,i,i,i,i,i,i,-15
Cc1cc(NC(=O)CSCC(=O)N(C)Cc2cccc(Cl)c2)no1,i,i,i,i,i,i,i,i,i,i,-13
CSc1nc2nccc(-c3ccc(Cl)cc3)n2n1,i,i,i,i,i,i,i,i,i,i,-1
CCOC(=O)N1CCC(N2C(=O)c3ccccc3C2Nc2cc(Cl)c(OC)cc2OC)CC1 (stereo not drawn),i,i,i,i,i,i,i,i,i,i,-13
Cc1cc(=O)[nH]c2c1cnn2Cc1ccccc1,i,i,i,i,i,i,i,i,i,i,-7
O=C(N=Nc1c(O)[nH]c2ccccc12)c1ccco1,i,i,i,i,i,i,i,i,i,i,-10
CC(C)Nc1nnc(SCC(=O)/C=C2\N(C)c3ccccc3C2(C)C)s1,i,i,i,i,i,i,i,i,i,i,-13
COc1ccccc1N(CC(=O)NC1CCCC1)C(=O)c1csnn1,i,i,i,i,i,i,i,i,i,i,-11
CCCC[C@@H]1CNCCN1CCc1cccc2ccccc12,i,i,i,i,i,i,i,i,i,i,-9
O=c1[nH]nc(-c2ccc(F)cc2)cc1Cc1cccs1,i,i,i,i,i,i,i,i,i,i,3
COc1cccc(CNC(=O)CCn2ccc3cc(S(=O)(=O)N4CCCC4)ccc32)c1,i,i,i,i,i,i,i,i,i,i,-6
Cc1nc2nc(C)c(CCC(=O)Nc3ccc4c(c3)OCO4)c(C)n2n1,i,i,i,i,i,i,i,i,i,i,-7
# Next section.
SMILES,TMEM16A inh,KCNQ1 pot,KCNK3 inh,RGS4 inh,MrgX1 PAM,RGS4 pot,ANO1 activ,MrgX1 ag,KCNK9 block,KCNQ1 block,hERG protect
CCc1ccc(/C=C/C(=O)c2ccc(S(=O)(=O)N(C)C)cc2)cc1,i,i,i,i,i,i,i,i,i,i,-5
O=C(CN1CCN(S(=O)(=O)c2ccc(Br)cc2)CC1)N/N=C/c1cccnc1,i,i,i,i,i,i,i,i,i,i,-10
CN(C(=O)c1ccc2c(c1)OCO2)C1(C(=O)NC2CCCC2)CCCCC1,i,i,i,i,i,i,i,i,i,i,-6
Cc1ccc(C)c(S(=O)(=O)Nc2cc3c4c(c2)CC(=O)N4CCC3)c1,i,i,i,i,i,i,i,i,i,i,-7
COc1ccc(CNC2CCCCC2C)c(OC)c1 (stereo not drawn),i,/,i,/,i,/,i,i,/,/,/
N#Cc1c(-c2cccc(F)c2)cc(-c2ccccc2)nc1Br,i,i,i,i,i,i,i,i,i,i,-7
Cc1ccc(C)c(OCCNc2ccc([N+](=O)[O-])cn2)c1,i,i,i,i,i,i,i,i,i,i,-4
CC1CCN(C(=O)CSc2nnc(Cn3c(=O)sc4ccccc43)n2C)CC1,i,i,i,i,i,i,i,i,i,i,-10
CCC(C)(C)NC(=O)C(c1ccc(C)cc1)N(Cc1cccnc1)C(=O)c1csnn1 (stereo not drawn),i,i,i,i,i,i,i,i,i,i,-12
COC(=O)CCc1ccc(O)cc1,i,i,i,i,i,i,i,i,i,i,-2
Cc1nn(C)c(N)c1[N+](=O)[O-],i,i,i,i,i,i,i,i,i,i,-1
COc1ccc(CC(=O)NNC(=O)c2nn(Cc3ccccc3)c(=O)c3ccccc23)cc1OC,i,i,i,i,i,i,i,i,i,i,-9
O=C(N/N=C/CCc1ccccc1)c1ccccc1,i,i,i,i,i,i,i,i,i,i,-4
Cc1ccc(S(=O)(=O)CCC(=O)Nc2ccc(S(=O)(=O)N(C)C)cc2)cc1,i,i,/,i,i,i,/,i,i,i,-2
COC(=O)c1ccc(OCC(O)CNC2CCCC2)cc1 (stereo not drawn),i,i,i,i,i,i,i,i,i,i,-5
Cc1ccc(NS(=O)(=O)c2ccc(C(=O)NCCCN3CCOCC3)cc2)cc1,i,i,i,i,i,i,i,i,i,i,-6
Cc1ccc(S(=O)(=O)c2nc(NN(C)C)sc2Cl)cc1,i,i,i,i,i,i,i,i,i,i,-12
Cc1cc(NC(=O)c2cc(-c3cccc(Cl)c3)on2)no1,i,i,i,i,i,i,i,i,i,i,0
NC(=O)c1ccc(N=Cc2c(O)ccc3ccccc23)cc1,i,i,i,i,i,i,i,i,i,i,-10
Cc1noc(C)c1CSc1nnc(-c2ccncc2)n1-c1ccc(Cl)c(Cl)c1,i,i,i,i,i,i,i,i,i,i,-10
Cc1cc2ccccc2n1CCNC(=O)COc1ccccc1,i,i,i,i,i,i,i,i,i,i,-16
CN1CCOc2cc(S(=O)(=O)NCc3ccc(S(N)(=O)=O)cc3)ccc21,i,i,i,i,i,i,i,i,i,i,-5
O=C(Nc1ccc(Cl)cc1)c1cc(-c2cccs2)on1,i,i,i,i,i,i,i,i,i,i,0
O=C1CCC2c3ccc4ccccc4c3CCN12 (stereo not drawn),i,i,i,i,i,i,i,i,i,i,-5
CCc1ccc(NC(=O)CSc2nc3ccccc3c(=O)n2CCCC(=O)N2CCCC2)cc1,i,i,i,i,i,i,i,i,i,i,-13
# Going on with the list:
SMILES,TMEM16A inh,KCNQ1 pot,KCNK3 inh,RGS4 inh,MrgX1 PAM,RGS4 pot,ANO1 activ,MrgX1 ag,KCNK9 block,KCNQ1 block,hERG protect
CCOC(=O)c1ccc(NC(=O)CSC2=NC(=O)C(CC)C(=O)N2)cc1 (stereo not drawn),i,i,i,i,i,i,i,i,i,i,-8
CCOC(=O)c1cccnc1SCC(=O)Nc1ccc(C)cc1,i,i,i,i,i,i,i,i,i,i,-12
CC1Cc2ccccc2N1CC(=O)NC(=O)NC1CCCCC1 (stereo not drawn),i,i,i,i,i,i,i,i,i,i,-9
COc1cc(/C=N/NC(=O)c2ccncc2)ccc1OCc1cnc(Cl)s1,i,i,i,i,i,i,i,i,i,i,-5
CCOc1cc(NC(=O)CC(C)C)c(OCC)cc1NC(=O)CCn1nnc2ccccc21,i,i,i,i,i,i,i,i,i,i,-12
CCCCn1c(N)c(N(CC(C)C)C(=O)CCNC(=O)c2ccccc2Cl)c(=O)[nH]c1=O,i,i,i,i,i,i,i,i,i,i,-10
O=C(NCCCN1CCCCCC1)c1ccc2c(Cl)c3c(nc2c1)CCCC3,i,i,i,i,i,i,i,i,i,i,-17
Cc1ccc(Nc2cc(=O)[nH]c(=O)[nH]2)c(C)c1,i,i,i,i,i,i,i,i,i,i,-1
CCOc1ccccc1N1CC(C(=O)Nc2cccc(S(=O)(=O)N3CCCCC3)c2)CC1=O (stereo not drawn),i,i,i,i,i,i,i,i,i,i,2
CS(=O)(=O)c1ccc(C(=O)Nc2cccc(-c3nc4ccccc4[nH]3)c2)cc1,i,i,i,i,i,i,i,i,i,i,-6
Cc1ncc([N+](=O)[O-])n1CCOC(=O)NC(NCc1ccccc1)C(Cl)(Cl)Cl (stereo not drawn),i,i,i,i,i,i,i,i,i,i,-7
COC(=O)c1cc(N2CCNCC2)nc2ccccc12,i,i,i,i,i,i,i,i,i,i,-8
O=C(NCCCn1ccnc1)/C(=C/c1ccccc1)NC(=O)c1ccccc1,i,i,i,i,i,i,i,i,i,i,-21
CC(=O)Nc1cc2c(cc1Br)OCCO2,i,i,i,i,i,i,i,i,i,i,-4
CCOc1ccc(OCC)c(C2C(C#N)=C(N)N(c3cccnc3)C3=C2C(=O)CC(C)(C)C3)c1 (stereo not drawn),i,i,i,i,i,i,i,i,i,i,-4
CCOc1ccccc1N1CCN(C(=S)Nc2ccc(S(=O)(=O)Nc3ncccn3)cc2)CC1,i,i,i,i,i,i,i,i,i,i,-9
CCC(=O)N1CCN(c2ccc(Cl)cc2NC(=O)c2ccc3c(c2)OCCO3)CC1,i,i,i,i,i,i,i,i,i,i,-16
CN(C)C(=O)N1CCC(C(=O)NCc2ccc(F)cc2)CC1,i,i,i,i,i,i,i,i,i,i,-12
